HIV RNase H inh – blocks HIV-1 RNase H cleavage of RNA/DNA duplex. inhibition, % at 10 µM. RT-RNase H RNA/DNA duplex cleavage, fluorescence. AID 565. P04585. 65,000 tested, 1.9% active; in the data active means inhibition above about 50%
RmlC RmlD mix – inhibitors of RmlC and RmlD coupled enzymes; RmlC/RmlD coupled enzyme inhibition, 384-well mixture HTS; 110,000 tested, 0.39% active; inhibition, % at 5.5 µM; in the data active means inhibition above about 30%, passing the limit was not always enough; inconclusive means no clear call, values can overlap the other calls; further: strong numbers were not always called active
* marks the source's active call; other numbers are inactive results; ? = inconclusive; . = not tested or not shown. The list is partial, so the mix of outcomes need not match the whole.

SMILES | HIV RNase H inh | RmlC RmlD mix
CCCCn1c(CN(C)Cc2ccccc2)nc2c1c(=O)n(C)c(=O)n2C | -2 | 1
CC1(O)N(Cc2ccccc2)C(=O)OC12CCCCC2 (centres undefined) | -3 | -13
COCCCN1C(=O)c2ccc(C(=O)NCc3ccco3)cc2C1=O | -11 | 4
Cc1ccc2cc(CCNC(=O)C(C)C)c(=O)[nH]c2c1C | -11 | 9
COC(=O)c1ccc(-c2sc3nc(N4CCOCC4)c4c(c3c2N)CC(C)(C)OC4)o1 | -4 | -241
O=C(Nc1nccs1)C1CC(=O)N(c2ccccc2Cl)C1 (centres undefined) | . | -3
C=CCc1cc(Cl)ccc1OCCN(C)C | . | 17
CCCCNC(=O)Cn1c2c(c(-c3ccccc3Cl)cc1=O)CCC2 | . | -2
Cc1ccc(-c2cc(N)n(-c3ccc(C)cc3)n2)cc1 | . | 9
CCN(CC)CCNC(=O)Cn1nc(-c2ccc(C)cc2)ccc1=O | -18 | -14
Cc1ccc(OCC(=O)N2CCN(CC3CC4C=CC3C4)CC2)cc1 (centres undefined) | 6 | 2
CCOC(=O)c1cccc(NC(=O)Cn2c(CC(=O)N3CCCC3)nc3ccccc32)c1 | 5 | 67
CC(C)CNC(=O)c1cc2nc(C3CC3)cc(C(F)(F)F)n2n1 | . | 8
CC1(c2ccc(Cl)cc2)NC(=O)N(CC(=O)N2CCCC2)C1=O (centres undefined) | 1 | 9
CCOC(=O)CC(=O)CSc1ccc2nnc(-c3cccc(F)c3)n2n1 | 2 | -1
Cc1cccn2c(=O)c3cc(C(=O)NCCc4ccccc4)c(=N)n(CCCn4ccnc4)c3nc12 | . | 38*
CC1CCCCN1C(=O)c1ccc(S(=O)(=O)N2CCCCC2C)cc1 (centres undefined) | 10 | -8
CCOC(=O)c1cnn(-c2cc(Oc3ccccc3)ncn2)c1N | . | -7
O=C1CC(Cc2ccc(Cl)cc2)C(=O)N1c1ccccn1 (centres undefined) | -11 | .
Cc1cccc(C(=O)Nc2cc(C)ccc2NC(=O)COc2ccccc2)c1 | . | 6
CCCC1OC23CCCCC2C(C#N)(C(=N)O3)C1(C#N)C#N (centres undefined) | . | 104
Cc1cccc2cc(C(c3nnnn3CC3CCCO3)N3CCOCC3)c(=O)[nH]c12 (centres undefined) | 5 | -10
Fc1ccc(CN2CCCCCCC2)cc1 | . | 1
CCOc1ccc(CCNc2cc(C)nc3ncnn23)cc1OCC | -6 | .
CCCSc1nnc(Cc2cc(=O)[nH]c(=O)[nH]2)n1-c1cc(C)ccc1C | -8 | 1
SMILES | HIV RNase H inh | RmlC RmlD mix
COc1ccccc1-n1cnc2cc(NS(=O)(=O)c3ccccc3)ccc21 | -22 | 6
Oc1oc(-c2ccco2)nc1C=Nc1cccc(Cl)c1 | -13 | 4
Cc1sc(NC(=S)NC(=O)c2ccccc2)c(C#N)c1C | . | 23
CCOC(=O)CSc1nncc2ccc(OC)c(OC)c12 | -19 | -4
O=C1c2ccccc2C2=Nc3ccccc3SC(c3ccccc3F)C12 (centres undefined) | . | 21
CCCCOC(=O)Nc1nccs1 | -6 | 8
CCCCn1c(SCC(=O)N2CCC(C)CC2)nc2cc(S(N)(=O)=O)ccc21 | -6 | -3
Cc1ccc(O)c(CNn2cnnc2)c1 | . | 8
CCOC(=O)Cc1c(C)nc2c(C#N)c[nH]n2c1=O | . | -15
Cc1cc(C)nc(-n2nc(C)c(Br)c2Nc2ccc(Br)cc2)n1 | . | -14
Cc1ccc(N2CCCCn3c2nc2c3c(=O)n(CC(=O)O)c(=O)n2C)cc1 | -7 | -10
O=C(OCCN1CCCC1)C1(c2ccccc2)CCCC1 | -5 | -22
O=C1C2CC=C(Cl)CC2C(=O)N1CCc1c[nH]c2ccccc12 (centres undefined) | -26 | 4
Cc1ccc(-c2csc3ncnc(SCC(=O)Nc4nnc(C)s4)c23)cc1 | . | -15
CN(Cc1ccccc1)S(=O)(=O)c1ccc(Cl)nc1 | . | 22
CCN(CC)N=Nc1[nH]nc2nc(C)cc(C)c12 | . | -63
Cc1nc(=O)c(-c2ccccc2)c(C)n1-c1ccc(O)cc1 | . | 5
CCOC(=O)c1c(C)c(C(=O)N2CCN(C(=O)c3ccco3)CC2)c(C)n1C | -22 | -10
O=c1cc(CN2CCN(C/C=C/c3ccccc3)CC2)c2cc(O)ccc2o1 | 0 | -2
CCOC(=O)CSc1nc2ccccc2c(=O)n1CCCCCC(=O)NCc1ccco1 | -2 | 8
O=C(Nc1ccc(Oc2cccc3ccccc23)cc1)c1ccco1 | . | 7
CCn1nccc1C(=O)Nc1nccs1 | -2 | 18
O=C(Nc1cccc(F)c1)c1ccc(-c2ccccc2Cl)o1 | . | 9
COC(=O)c1ccc(Cn2nc(C)c(Cl)c2C)o1 | . | -13
COc1ccc(Cn2c(SCC(=O)NCc3ccco3)nc3ccsc3c2=O)cc1 | -35 | 14

Part of the list above, with values under each structure.
Each structure is followed by: HIV RNase H inh, RmlC RmlD mix
- O=c1cc(CN2CCN(C/C=C/c3ccccc3)CC2)c2cc(O)ccc2o1
  0, -2
- CCOC(=O)CSc1nc2ccccc2c(=O)n1CCCCCC(=O)NCc1ccco1
  -2, 8

Next records follow:
SMILES | HIV RNase H inh | RmlC RmlD mix
N=C1C(c2nc(-c3ccc(F)cc3)cs2)=C(O)CN1Cc1ccc(Cl)cc1 | . | -3
Cc1c(N=Cc2c(O)n(Cc3ccco3)c(=O)[nH]c2=O)c(=O)n(-c2ccccc2)n1C | 6 | .
CCCSc1nnc(-c2cnn(-c3ccccc3)c2-n2cccc2)n1C | . | 4
COc1cc(C2SCC(=O)N2c2nnc(C34CC5CC(CC(C5)C3)C4)s2)cc(OC)c1OC (centres undefined) | . | -44
O=C(N/N=C/c1ccc(Cl)cc1Cl)C1CCN(c2ncc(C(F)(F)F)cc2Cl)CC1 | . | 0
COc1ccc(Nc2cccccc2=O)cc1 | -5 | ?
CSc1ccc(C2Nc3ccccc3-c3cc(C)nn32)cc1 (centres undefined) | 71* | -13
C=CCn1c(NCc2cc(C)ccc2O)nc2ccccc21 | 5 | 8
Cc1nc2ncnn2c(C)c1CCC(=O)Oc1ccccc1 | -4 | -1
CCC(C)(C)N=C(NC#N)Nc1cccnc1 | . | -12
CCOc1cc(C)c(S(=O)(=O)Nc2ccc(F)cc2)cc1C | . | 6
CCC(C)NC(=O)C1c2ccccc2C(=O)N1Cc1cc(OC)ccc1OC (centres undefined) | -9 | 5
O=C(c1ccc(-c2ccccc2)cc1)N1CCN(Cc2ccccn2)CC1 | -8 | -7
CCOC(=O)Cc1c(C)nc2cc(-c3ccc(Cl)cc3)[nH]n2c1=O | 4 | -9
O=C(NCCc1ccccc1)C1CCN(S(=O)(=O)c2cccc3nsnc23)CC1 | -19 | .
Cc1ccccc1OCC(O)Cn1c(NCCN(C)C)nc2c1c(=O)n(C)c(=O)n2C (centres undefined) | -6 | .
COc1ccc2oc(=O)c(C(=O)N3CCc4ccccc43)cc2c1 | 3 | -11
CCOC(=O)C(Cc1ccccc1)C(=O)Nc1ccccc1C (centres undefined) | . | -18
O=C(COc1ccc(S(=O)(=O)NC2CCCCC2)cc1)NCCC1=CCCCC1 | . | -14
C#CCOCCOCCOCCNc1nc(N2CCN(C(=O)[C@H](CCCCN)n3cc([C@@H](N)CC(C)C)nn3)CC2)nc(N2CCN(C(=O)[C@H](CCCCN)n3cc([C@@H](N)CC(C)C)nn3)CC2)n1 | . | -12
CCC(Oc1ccccc1)C(=O)N1CC(C)CC(C)C1 (centres undefined) | -29 | -27
O=C(O)c1nc(N2CCCCC2)ncc1Cl | . | 10
C#CCOC(=O)c1ccc(-n2cncn2)nc1 | . | -14
Cc1cccc(N(CC(=O)N2CCCC2)S(=O)(=O)c2ccccc2)c1 | 1 | -11
COc1ccccc1C(=O)N1CCN=C1SC | -18 | 3

Shown with two lines to a compound: entries from further up
Below each SMILES: HIV RNase H inh	RmlC RmlD mix
> C=CCn1c(NCc2cc(C)ccc2O)nc2ccccc21
    5	8
> Cc1nc2ncnn2c(C)c1CCC(=O)Oc1ccccc1
    -4	-1
> CCC(C)(C)N=C(NC#N)Nc1cccnc1
    .	-12
> CCOc1cc(C)c(S(=O)(=O)Nc2ccc(F)cc2)cc1C
    .	6

(listing goes on)
SMILES | HIV RNase H inh | RmlC RmlD mix
CCOC(=O)c1c(-c2ccc(C)o2)csc1NC(=O)CN1CCN(CC)CC1 | 6 | 11
CC(C)C1Cc2c(sc3c2c(=O)n(-c2ccccc2)c2nncn32)CO1 (centres undefined) | -9 | .
COC(=O)c1c(C)noc1-c1cc(C)on1 | -13 | -6
CC1Cn2c(nnc2-c2cccc(Cl)c2)S1 (centres undefined) | -8 | -8
CSc1nsc(SCC(=O)N2CCCc3ccccc32)n1 | -80 | -17
CCCCCCC1CC(CSc2ncn[nH]2)OC1=O (centres undefined) | -6 | 6
COc1cc(-n2c(C)nc3cc(C(=O)NCc4ccco4)ccc32)cc(OC)c1OC | -1 | -9
COc1ccc(-c2ccc([C@H]3[C@@H]4C=CCC[C@@]4(C)C(=O)N3Cc3ccccc3)c(F)c2)cc1OC | . | 10
CCOc1ccc(CN2C(=O)CCC2(C)C(=O)NCc2cccnc2)cc1 (centres undefined) | -6 | 5
O=C(NCCCn1ccnc1)/C(=C/c1ccco1)NC(=O)c1ccccc1 | . | -5
COC(=O)C1=C(c2cc3ccccc3o2)C[C@@H]2CC[C@H]1N2C(=O)N1CCC(O)CC1 | . | 10
O=C(N/N=C/c1ccc(F)cc1)c1sccc1OCc1ccc(F)cc1 | . | 10
CC1CCCCN1C(=O)Cn1cc(C(=O)c2ccco2)c2ccccc21 (centres undefined) | 5 | -6
CCN(CC)C(=O)c1sc2nc(-c3cccs3)cc(-c3ccc(Cl)cc3)c2c1N | . | 13
O=C(CN1C(=O)C2C3C=CC(C3)C2C1=O)NCC1COc2ccccc2O1 (centres undefined) | -4 | 17
CC(C)c1cccc(C(C)C)c1OCCn1ccnc1 | -21 | -4
CC(=O)O[C@H]1CC(C)(C)C(=C=C/C(C)=C/C=C/C(C)=C/C=C/C=C(C)/C=C/C=C(\C)C(=O)C[C@@]23O[C@]2(C)C[C@@H](O)CC3(C)C)[C@](C)(O)C1 | . | 0
CCCNC(=O)C1(CC2CC(c3ccccc3)=NO2)CCN(C(=O)OC(C)(C)C)CC1 (centres undefined) | . | 15
CCOC(=O)c1cc2n(c1N)-c1ccccc1C2=O | -39 | 6
COc1ccccc1N1CCN(C(c2cccs2)C(C)NS(=O)(=O)c2ccccc2)CC1 (centres undefined) | 0 | -9
CCn1c(=N)n(CC(=O)c2ccc(OC)c(OC)c2)c2ccccc21 | . | -10
COCCC(=O)NC12CC3CC(CC(C3)C1)C2 | -9 | 8
Cn1c(=O)c2c(nc(SCC(=O)c3cccs3)n2Cc2ccc(F)cc2)n(C)c1=O | 5 | -4
CC12CCC(C(=O)Nc3ccccc3Br)(C/C1=N\O)C2(C)C (centres undefined) | . | -15
C=CCNc1nc(N2CCCC2)nc2ccccc12 | -14 | .
SMILES | HIV RNase H inh | RmlC RmlD mix
c1n[nH]c(NCc2ccc3c(c2)OCO3)n1 | -8 | -5
COc1cc(-c2nc(S(=O)(=O)c3ccc(C)cc3)c(N(C)C)o2)cc(OC)c1OC | 0 | -21
COc1ccc(NS(=O)(=O)c2ccc3c(c2)CCC(=O)N3)c(OC)c1 | -3 | 1
COc1ccc(S(=O)(=O)N(C)c2ccc(C(=O)N3CCOCC3)cc2)cc1OC | -5 | -12
CC(C)=C1C(=O)NN(c2ccc(F)c(Cl)c2)C1=O | . | 12
Cc1nc2nc(Cc3ccccc3)[nH]n2c(=O)c1Cc1ccccc1 | 0 | -36
CCC1=NN(C(=O)C(=O)NCCc2ccccc2)C(O)(C(F)(F)F)C1 (centres undefined) | . | 5
CN(C)S(=O)(=O)c1ccc(S(=O)(=O)N(CC(=O)Nc2ccccc2)Cc2ccco2)cc1 | 0 | 2
Cc1ccnc(SCCn2c(N3CCOCC3)nc3c2c(=O)n(C)c(=O)n3C)n1 | 0 | .
COc1ccc(-c2noc(C3CCCN(C(=O)CCc4ccccc4)C3)n2)cc1 (centres undefined) | -2 | -9
CCOc1ccccc1OCCCOc1ccc(C)cc1Cl | . | -17
CCOC(=O)C1=C(C)N=c2s/c(=C3/C(=O)Nc4ccccc43)c(=O)n2C1c1ccc(C)cc1 (centres undefined) | . | 4
COc1ccc(N(CC(=O)O)S(=O)(=O)c2cccnc2)cc1 | -16 | 7
O=S(=O)(c1ccc(Cl)cc1)N1CCC(N2CCCCCC2)CC1 | -10 | 8
CCOC(=O)Cn1cc(/C=N/NC(=O)c2ccc(C#N)cc2F)c2ccccc21 | . | 6
Cn1c(SCc2ccc(F)cc2)nnc1-c1ccccn1 | -7 | -10
Cc1sc(NC(=O)C2CCCCC2C(=O)O)c(C(N)=O)c1-c1ccc(C(C)(C)C)cc1 (centres undefined) | . | 7
Cc1c(Cl)cnc(NC(=O)CSc2nnc3ccccn23)c1Cl | . | -67
CCc1c(C)sc2nc(SCC(=O)Nc3cc(C)on3)n(CCOC)c(=O)c12 | . | 23
O=C(NCc1cccnc1)c1sc2ccccc2c1Cl | . | 3
Clc1cccc(-c2cc3nc4c(c(N5CCOCC5)n3n2)CCCC4)c1 | -64 | -15
COc1cc(OC)cc(C(=O)Nc2cccc(N3CCCC3)c2)c1 | 2 | -8
CCc1ccc(C(=O)COC(=O)CNC(=O)CNC(=O)Cc2ccccc2)cc1 | . | -12

Exported as comma-separated lines: 7 of the compounds above
Molecule,HIV RNase H inh,RmlC RmlD mix
CCOc1ccccc1OCCCOc1ccc(C)cc1Cl,.,-17
CCOC(=O)C1=C(C)N=c2s/c(=C3/C(=O)Nc4ccccc43)c(=O)n2C1c1ccc(C)cc1 (centres undefined),.,4
COc1ccc(N(CC(=O)O)S(=O)(=O)c2cccnc2)cc1,-16,7
O=S(=O)(c1ccc(Cl)cc1)N1CCC(N2CCCCCC2)CC1,-10,8
CCOC(=O)Cn1cc(/C=N/NC(=O)c2ccc(C#N)cc2F)c2ccccc21,.,6
Cn1c(SCc2ccc(F)cc2)nnc1-c1ccccn1,-7,-10
Cc1sc(NC(=O)C2CCCCC2C(=O)O)c(C(N)=O)c1-c1ccc(C(C)(C)C)cc1 (centres undefined),.,7
